E coli RNAP: E. coli RNAP inhibitors, biochemical | DNA-directed RNA polymerase subunit beta (Escherichia coli (strain K12)), P0A8V2 | E. coli RNA polymerase, fluorescence transcription assay | inhibition, %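 (tested at 10 µM)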 | 62,000 tested, 0.2% active | AID 559, 2006; in the data active = inhibition above about 20%;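 also: 0% = enzyme without compound and 100% = no enzyme blank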
M1 ag: M1 muscarinic receptor agonists, primary screen, CHO-M1 cells, Fluo-4 calcium, agonist mode; 64,000 tested, 3% active; Muscarinic acetylcholine receptor M1; Fluo-4 calcium fluorescence; active compounds read high; B-score at 10 µM;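 active = fluorescence rise, raw or as B-score row- and column-corrected plate score, outside the 99.7% band of its plate's samples, either direction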
5HT1a ag: human 5-HT1a receptor agonists, primary screen, cell-based, CHO, Ga15 NFAT-bla reporter | CHO 5-HT1a Ga15 NFAT-bla reporter, FRET ratio; 0% basal, 100% maximal reference agonist | 65,000 tested, 0.56% active | 5-hydroxytryptamine receptor 1A (Homo sapiens), P08908 | AID 567, 2006 | activation, % at 10 µM;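 active = activation above the screen-wide mean activation plus 3 SD, cut at about 19% in these data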;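 also: 0% = DMSO wells and 100% = 5-CT at EC100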
NADH enzymes: inhibitors of PK/LDH coupling enzymes, profiling panel, artefact control, biochemical, MLSMR library; coupled PK/LDH NADH assays, four targets; AID 774, 2007; 65,000 tested, 0.02% active; IC50, µM (top dose mostly 10 µM), for inactives: at the highest dose inhibition;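 active = single-dose screening hits from any of four coupled enzyme assays that gave an IC50 when retested across doses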;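 also: the DPM-DC format reads NADH fluorescence rather than 340 nm absorbance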
Her2 expr inh: inhibitors of Her2 protein expression, primary screen, SKBR-3 cells, AlphaScreen, 66K library; AID 645, 2007; Receptor tyrosine-protein kinase erbB-2 (Homo sapiens), P04626; 65,000 tested, 0.69% active; SKBR-3 HER2 protein level, 18-24 h; active compounds read low; HER2 level % of control, % at 10 µM;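 active = HER2 level under 5% of the carrier-only control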;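 also: 100% = DMSO carrier and 0% = 500 nM PU-H71 HSP90 inhibitor; lower value means stronger loss of Her2 protein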
Target sequence (P04626 whole entry, looked up): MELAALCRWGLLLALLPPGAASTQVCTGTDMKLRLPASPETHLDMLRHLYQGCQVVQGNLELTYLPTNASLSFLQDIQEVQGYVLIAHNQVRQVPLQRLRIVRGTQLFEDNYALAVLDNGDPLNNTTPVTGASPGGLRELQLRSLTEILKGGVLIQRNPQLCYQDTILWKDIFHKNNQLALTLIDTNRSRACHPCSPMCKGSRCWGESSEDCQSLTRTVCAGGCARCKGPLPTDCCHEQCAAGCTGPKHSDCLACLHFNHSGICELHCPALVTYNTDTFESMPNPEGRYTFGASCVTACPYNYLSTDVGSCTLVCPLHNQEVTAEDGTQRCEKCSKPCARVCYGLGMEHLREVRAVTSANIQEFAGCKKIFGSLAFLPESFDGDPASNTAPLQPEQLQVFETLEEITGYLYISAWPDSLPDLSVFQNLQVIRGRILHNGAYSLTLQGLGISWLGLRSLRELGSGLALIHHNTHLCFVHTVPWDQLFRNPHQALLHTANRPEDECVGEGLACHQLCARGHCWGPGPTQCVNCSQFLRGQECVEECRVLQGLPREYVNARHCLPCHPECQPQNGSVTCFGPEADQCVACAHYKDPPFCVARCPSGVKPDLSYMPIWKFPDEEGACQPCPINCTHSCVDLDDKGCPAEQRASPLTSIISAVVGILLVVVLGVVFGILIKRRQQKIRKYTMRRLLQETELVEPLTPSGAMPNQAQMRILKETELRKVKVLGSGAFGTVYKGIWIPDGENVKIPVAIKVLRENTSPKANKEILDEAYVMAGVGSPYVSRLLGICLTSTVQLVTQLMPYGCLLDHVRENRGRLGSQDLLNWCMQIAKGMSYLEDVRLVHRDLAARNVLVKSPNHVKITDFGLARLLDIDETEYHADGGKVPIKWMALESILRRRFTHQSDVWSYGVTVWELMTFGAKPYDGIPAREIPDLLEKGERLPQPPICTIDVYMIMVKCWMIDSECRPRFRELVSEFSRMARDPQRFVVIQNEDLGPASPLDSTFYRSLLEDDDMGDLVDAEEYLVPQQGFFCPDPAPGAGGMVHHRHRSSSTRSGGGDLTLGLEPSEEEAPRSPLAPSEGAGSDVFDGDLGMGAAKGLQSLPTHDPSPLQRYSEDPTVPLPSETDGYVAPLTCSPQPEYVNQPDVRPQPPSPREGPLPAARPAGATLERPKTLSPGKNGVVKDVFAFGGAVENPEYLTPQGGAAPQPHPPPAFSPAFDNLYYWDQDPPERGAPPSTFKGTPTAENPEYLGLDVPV
D1 allo mod: D1 CRE-luciferase signal change, two-sided – cell-based, HEK293 D1, dopamine EC30, D1 allosteric modulator project, primary screen | AID 641, 2007 | 58,000 tested, 5.9% active | B-score at 10 µM | dopamine EC30 potentiation; actives deviate in either direction;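 active = luminescence count or its row- and column-corrected plate score outside the 99.7% band of the plate's sample wells, on either side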
M1 antagonist: antagonists of rat M1 muscarinic receptor. Muscarinic acetylcholine receptor M1 (Rattus norvegicus), P08482. CHO-M1 cells, Fluo-4 calcium, ACh EC80 antagonist mode; active compounds read low. B-score at 10 µM. 64,000 tested, 3.4% active. AID 628, 2007;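 active = calcium fluorescence response, raw or row-and-column corrected B-score, differing from the plate sample mean either way at a set confidence level, mostly lower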
Fluor 339 460: intrinsic fluorescence of library compounds, ex339/em460 – biochemical, MLSMR library, data from DPM-DC assay, artefact control, profiling panel; 65,000 tested, 5.5% active; compound autofluorescence, ex339/em460 nm, NADH buffer; active compounds read high; 1 = no-compound wells, NADH background; fluorescence fold increase at 10 µM;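 active = at 10 µM, mean starting fluorescence two-fold or more over control wells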;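 also: signal is the first read of a kinetic run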
Hsp90 block: tumor Hsp90 inhibitors, primary screen, cell lysate, fluorescence polarization, NCI-N417 lysate | Heat shock protein HSP 90-alpha (Homo sapiens), P07900 | Cy3B-geldanamycin FP displacement | inhibition, % at 30 µM | 64,000 tested, 0.35% active | AID 429, 2006;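 active = inhibition above 50%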;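 also: 0% = tracer plus lysate wells and 100% = tracer alone without lysate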
Starred values were filed as active, the others as inactive; / = no result given.

Screens in order: E coli RNAP	M1 ag	5HT1a ag	NADH enzymes	Her2 expr inh	D1 allo mod	M1 antagonist	Fluor 339 460	Hsp90 block
1	Cc1cc2oc(=O)cc(CN3CCC(C)CC3)c2cc1Cl
 : 3	0.92	-1.9	7%	98	1.1	-0.4	1.1	-1
2	CC(=O)Oc1ccc(C(=O)Nc2nnc(C)s2)cc1
 : 4	0.27	2.2	4%	110	-2.1	-0.99	1	-2
3	CC1CCC/C(=C\Nc2ccccc2C(=O)O)C1=O (centres undefined)
 : 3	-1.5	-2.7	5%	61	-1.3	0.52	1.2	-3
4	CC(C)C(NS(=O)(=O)c1ccc2c(c1)oc(=O)n2C)C(=O)N1CCN(c2ccccc2F)CC1 (centres undefined)
 : 5	-0.32	0.5	7%	104	/	0.013	1	-4
5	Cc1cc2oc3c(c(=O)c2cc1C)C(c1cccc(Br)c1)N(Cc1ccco1)C3=O (centres undefined)
 : 4	-0.47	2.6	1%	26	/	0.097	1.2	2
6	Cc1cccc(NCC(O)Cn2cnc3c2c(=O)n(C)c(=O)n3C)c1 (centres undefined)
 : 14	-1.4	-0.7	1%	111	/	0.63	1.2	-3
7	O=C(O)c1ccc(COCC(F)(F)C(F)F)o1
 : 5	-0.49	0.7	4%	114	/	-0.19	1.1	3
8	CCOC(=O)/C(C(C)=O)=C1\OC(=O)c2ccccc21
 : /	1	-0.3	4%	87	-0.51	0.18	1.1	-2
9	c1ccc(CSc2nnc(-c3ccco3)c(-c3ccco3)n2)cc1
 : 4	0.2	-0.8	10%	27	0.71	-0.079	1	-24
10	Cc1ccc(S(=O)(=O)Cn2nnnc2CN(Cc2ccco2)Cc2cccs2)cc1
 : 7	0.3	0.5	1%	77	-0.9	-0.76	1	-3

The list goes on; the last 3 above are carried over.
Screens in order: E coli RNAP	M1 ag	5HT1a ag	NADH enzymes	Her2 expr inh	D1 allo mod	M1 antagonist	Fluor 339 460	Hsp90 block
8	CCOC(=O)/C(C(C)=O)=C1\OC(=O)c2ccccc21
 : /	1	-0.3	4%	87	-0.51	0.18	1.1	-2
9	c1ccc(CSc2nnc(-c3ccco3)c(-c3ccco3)n2)cc1
 : 4	0.2	-0.8	10%	27	0.71	-0.079	1	-24
10	Cc1ccc(S(=O)(=O)Cn2nnnc2CN(Cc2ccco2)Cc2cccs2)cc1
 : 7	0.3	0.5	1%	77	-0.9	-0.76	1	-3
11	O=C(OCN1C(=O)c2ccccc2C1=O)c1ccc2c(=O)n3c(nc2c1)CCC3
 : 10	0.59	-2.4	4%	81	1.8	0.049	0.99	-1
12	CN(C)C=Nc1nonc1-c1ncn[nH]1
 : 12	1.4	0.5	7%	116	-0.53	-0.88	1	-1
13	Cc1nn(CCCC(=O)N2CCc3ccccc3C2)c(=O)c2cc3sccc3n12
 : 3	-0.57	3.0	3%	113	0.071	-2	1.1	-4
14	Cc1nccn1-c1ncnc2sc3c(c12)CCCC3
 : 6	-0.13	0.2	15%	102	0.57	-2	1.2	-3
15	CCCOC(=O)CSc1nc(N)c(C#N)c(CC)c1C#N
 : 4	0.022	-2.3	3%	136	-0.0046	0.44	1.1	3
16	CC(C)(C)S(=O)(=O)c1ccccc1C(=O)O
 : 3	-0.88	-3.2	6%	104	/	1.5	1.1	-4
17	CS(=O)(=O)N1CCN(c2ccccc2NC(=O)Cc2ccc(Cl)cc2)CC1
 : 8	0.6	-2.0	3%	100	-0.31	0.17	1.1	1
18	Nc1nc(CN2CCN(c3ccccn3)CC2)nc(Nc2ccc(F)cc2)n1
 : 9	-0.81	-0.1	7%	88	/	0.43	1.1	-8
19	COc1cc(C2C(C(=O)c3ccc(C)o3)=C(O)C(=O)N2c2cc(C)on2)ccc1O (centres undefined)
 : 3	-1.1	-2.1	0%	92	0.47	0.18	1.1	0
20	CN1C[N+]([O-])=C(c2ccccc2)C1(C)C
 : 4	0.99	-2.1	8%	111	0.21	-0.013	1	-1
21	CCCCC1(C(=O)OCC)CC(CN2CCOCC2)OC1=O (centres undefined)
 : 4	0.021	0.6	3%	116	/	0.5	1	-3
22	COc1ccc(-c2cn3c(C)c(C(=O)NCc4ccc5c(c4)OCO5)sc3n2)cc1
 : 1	-0.4	-0.4	8%	105	-0.024	0.84	1.1	1
23	Cc1ccnc(Nc2nc(-c3c(C)nc4sccn34)cs2)c1
 : 0	-0.76	2.6	3%	27	0.52	0.11	1.1	7
24	CCCOc1ccc2ccccc2c1/C=N/n1c(C)nnc1-n1nc(C)cc1C
 : 8	3.4*	1.3	6%	102	/	-0.5	1.1	-1
25	COc1ccccc1CNC(=O)C1CCN(S(=O)(=O)c2cccc3cccnc23)CC1
 : -3	1.5	-2.4	3%	91	/	-0.34	1.1	2
26	CNC(=O)Nc1ccccc1NC(=O)NC
 : 1	0.12	-0.7	8%	75	-0.12	0.018	1.1	1
27	CC1Cc2nc(SCC(=O)N3CCOCC3)n(-c3ccccc3)c(=O)c2S1 (centres undefined)
 : 8	-0.24	-0.3	3%	97	0.064	0.0068	0.97	-2
28	COc1ccc(C(CC(=O)O)NC(=O)c2ccco2)cc1OC (centres undefined)
 : /	0.3	-3.6	5%	114	-0.9	-0.27	1.1	-6
29	O=C(COC(=O)CN1C(=O)C2CC=CCC2C1=O)Nc1cc(C(F)(F)F)ccc1N1CCOCC1 (centres undefined)
 : 6	3.6*	0.6	2%	83	0.81	-0.59	1.1	0
30	CCC(=O)N1CCc2cc(S(=O)(=O)NC(C(=O)Nc3cccc(C)n3)C(C)C)ccc21 (centres undefined)
 : 4	0.69	-0.3	6%	87	-0.043	-0.16	1.1	0
31	COc1ccc(C2CC(=O)c3cnc(NC(=O)c4ccccc4)nc3C2)cc1OC (centres undefined)
 : 3	0.054	1.9	4%	97	4.6*	-0.31	1.1	1
32	CCCc1cc(=O)[nH]c(SCC(=O)N2CCN(S(=O)(=O)c3ccc(C)cc3)C2)n1
 : 3	0.44	3.2	0%	82	0.0084	-0.19	1.1	-1
33	Cc1cccc(NC(=O)Cn2cnc3sc(C)c(S(=O)(=O)N4CCC(C)CC4)c3c2=O)n1
 : -2	-0.69	1.6	7%	103	-0.24	-0.063	1.1	/
34	COc1ccc(NC(=O)N(Cc2cccnc2)Cc2ccccc2Cl)c(OC)c1
 : -1	1.3	2.7	6%	99	/	-0.042	1.1	-2
35	Cc1noc(C)c1C(=O)NC(C)C1CCCO1 (centres undefined)
 : 8	-0.38	-1.0	3%	90	1.6	-0.63	1.1	-8
36	CCOC(=O)c1nnn(CC(=O)Nc2cccc(OC)c2)c1C(=O)OCC
 : 10	0.23	-0.2	4%	66	0.96	0.13	1	-6
37	Cc1ccc(C=NCc2ccncc2)c(O)c1
 : -5	-0.14	2.4	6%	105	-0.034	0.021	1	2
38	CN1/C(=C\C(=O)c2cccs2)Sc2ccccc21
 : 5	-1.1	-2.6	4%	10	-4.8*	-6.5*	1.2	-6
39	Cc1nc(C)c(C(=O)NCc2ccc(Cl)cc2)o1
 : 7	-0.84	1.9	5%	103	-0.49	-0.75	1.1	-11
40	O=C(CSc1nc2ccccc2s1)Nc1ncccn1
 : 2	-0.18	-1.9	7%	85	0.71	-0.017	1.1	-4
41	Cc1cc(NC(=O)C23CCC(C)(C(=O)O2)C3(C)C)no1 (centres undefined)
 : 1	0.42	-2.3	3%	99	-0.26	-0.15	1	2
42	CC(=O)C1=C(C)Nc2ncnn2C1c1ccc(Cl)cc1Cl (centres undefined)
 : -2	-0.06	0.0	10%	87	-0.12	0.44	1.1	4
43	COc1ccc(S(=O)(=O)N(CC(=O)N2CCN(c3ccccc3OC)CC2)c2ccccc2)cc1
 : 11	1.6	0.1	5%	72	0.32	0.57	0.99	-4
44	Cn1cccc1C(=O)OCc1csc(-c2ccccc2)n1
 : 4	0.22	0.4	3%	83	-2.3	0.66	1.1	-11
45	CCOC(=O)C1C(=O)OC2(CCCC2)C1C(=O)OCC (centres undefined)
 : 6	-0.32	-0.4	5%	134	0.25	0.086	1.1	4
46	CCCc1cc(C(=O)Nc2ccc(C)cc2)no1
 : -3	-0.15	-1.0	1%	102	-1.4	0.34	1	1
47	C=CCn1c(=O)c2ccccc2n2c(SCc3nnc(-c4ccccc4Br)o3)nnc12
 : -7	0.14	-0.5	7%	83	-0.073	-0.14	1.1	-2
48	CCCC(c1nnnn1C(C)(C)CC)N1CCN(C2CCCC2)CC1 (centres undefined)
 : 6	-0.73	-0.3	9%	100	-0.58	-0.79	1.1	-2
49	COc1cc(S(=O)(=O)N2CCCCC2)ccc1NC(=O)c1ccc(F)cc1
 : -1	-0.89	0.1	3%	75	-0.014	0.38	1.1	-11
50	CCCCn1c(SCC(=O)N2CCCC2)nc2c1c(=O)n(C)c(=O)n2C
 : -2	-0.15	-0.4	2%	94	0.84	0.033	1.1	4
51	Cc1noc(NS(=O)(=O)c2ccc(NC(=O)COc3ccccc3)cc2)c1C
 : 6	0.043	-0.4	0%	108	0.29	0.73	1	-6
52	COC(=O)c1cc(=O)nc2sc(-c3ccc(F)cc3)nn12
 : 5	-0.13	-0.6	8%	125	-0.098	0.0082	1.2	1
53	Cc1cccc(C)c1OCC(=O)Nc1cccc(NC(=O)c2ccco2)c1
 : 8	-0.11	-4.8	5%	97	-0.38	0.58	1	-4
54	CCOc1cc(NS(C)(=O)=O)c(OCC)cc1NC(=O)c1cccs1
 : 4	-0.74	-0.8	1%	46	0.64	-0.55	1.1	3
55	Cc1ccc(S(=O)(=O)N2CCC(C(=O)N[C@@H](Cc3ccccc3)C(=O)O)CC2)cc1
 : 9	1.6*	-1.0	3%	91	-0.17	0.27	1	3
56	CCCCCCSC1=C(C#N)C(c2ccc(O)cc2)CC(=O)N1 (centres undefined)
 : 11	0.87	-1.1	1%	163	-0.44	0.64	1.1	-5
57	CCn1c(COc2ccccc2)nnc1SCC(=O)Nc1cc(OC)ccc1OC
 : 4	-0.74	1.0	8%	103	-0.09	-0.003	1.1	-2
